# PP1 counter: PP1-alpha (human) inhibition in PP5 counter-screen; P62136; purified PP1alpha, OMFP fluorescence; inhibition, % at 6.7 µM; 0.9% of 320,000 active;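 active = inhibition above the mean inhibition of all tested compounds plus 3 SD, computed separately for each screening campaign, cut at about 15% in these data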
# Target sequence (P62136 whole entry, looked up): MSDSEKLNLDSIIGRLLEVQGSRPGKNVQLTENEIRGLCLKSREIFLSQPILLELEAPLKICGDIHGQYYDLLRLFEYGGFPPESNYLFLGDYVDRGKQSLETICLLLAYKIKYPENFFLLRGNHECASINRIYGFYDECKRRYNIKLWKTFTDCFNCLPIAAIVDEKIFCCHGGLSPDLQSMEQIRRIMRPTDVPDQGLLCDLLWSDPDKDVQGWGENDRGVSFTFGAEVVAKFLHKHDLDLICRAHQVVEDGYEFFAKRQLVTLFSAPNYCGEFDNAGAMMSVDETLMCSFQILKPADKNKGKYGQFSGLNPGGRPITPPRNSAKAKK
# TPT1 inhibitor: blocks Candida albicans tRNA 2'-phosphotransferase; recombinant caTPT1, FP RNA substrate dephosphorylation; inhibition, % at 5 µM; 0.81% of 300,000 active;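 active = inhibition above the mean of all tested compounds plus 3 SD, set per screening campaign, cut at about 24% in these data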;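 also: plate controls were DMSO alone for no effect and ferristatin control at 100 nM for full effect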
# JMJD2C inh: blocks human GASC-1 demethylase activity; Q9H3R0; GST-JMJD2C(1-420) H3K9me3 demethylation, DELFIA europium; inhibition, % at 2.35 µM; 0.069% of 330,000 active; AID 2099;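 active = more than half of a compound's replicate wells show inhibition beyond 50%, single wells judged on their own value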;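 also: signal counts dimethyl H3K9 product captured on neutravidin plate; 0% = median of DMSO wells and 100% = 0.3 times that DMSO median; strong numbers were not always called active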
# Target sequence (Q9H3R0 1-420 limits assumed): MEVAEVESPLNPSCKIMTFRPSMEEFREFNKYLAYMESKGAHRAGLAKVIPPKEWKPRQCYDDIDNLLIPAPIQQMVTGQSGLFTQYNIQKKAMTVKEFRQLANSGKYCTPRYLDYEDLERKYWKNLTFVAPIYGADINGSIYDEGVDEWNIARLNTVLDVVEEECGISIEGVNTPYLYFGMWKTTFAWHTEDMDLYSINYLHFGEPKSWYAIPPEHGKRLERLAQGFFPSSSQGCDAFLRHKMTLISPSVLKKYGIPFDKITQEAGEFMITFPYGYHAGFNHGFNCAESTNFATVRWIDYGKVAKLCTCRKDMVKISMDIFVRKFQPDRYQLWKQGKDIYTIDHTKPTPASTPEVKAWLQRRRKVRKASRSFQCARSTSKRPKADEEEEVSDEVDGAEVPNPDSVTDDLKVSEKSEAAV
# PP5 primary: inhibitors of human protein phosphatase 5 (PP5); P53041; inhibition, % at 6.7 µM; AID 1987; purified PP5c, OMFP substrate fluorescence; 0.18% of 320,000 active;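 active = inhibition above the campaign's mean inhibition across all tested compounds plus 3 SD, cut at about 9.5% in these data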;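 also: 0% = DMSO only and 100% = 100 µM cantharidin control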
# PREPL inhibitor: human PREPL enzyme inhibition | Q4J6C6 | recombinant PREPL, fluorescence polarization activity-based probe | inhibition, % at 5.96 µM | 0.68% of 320,000 active | AID 2751; in the data active = inhibition above about 43%;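 also: 0% = enzyme with DMSO and 100% = wells lacking enzyme; many of its hits are not listed in these tables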
# LYPLA2 counter: blocks human lysophospholipase 2, a PME1 counter-screen; inhibition, % at 5.9 µM; recombinant LYPLA2, FP-Rh probe fluorescence polarization; 0.38% of 320,000 active; O95372;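 active = inhibition above the screen-wide mean plus 3 SD, limit set per campaign, cut at about 26% in these data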;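 also: 0% = LYPLA2 with DMSO and 100% = wells lacking LYPLA2 enzyme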
# Target sequence (O95372 whole entry, looked up): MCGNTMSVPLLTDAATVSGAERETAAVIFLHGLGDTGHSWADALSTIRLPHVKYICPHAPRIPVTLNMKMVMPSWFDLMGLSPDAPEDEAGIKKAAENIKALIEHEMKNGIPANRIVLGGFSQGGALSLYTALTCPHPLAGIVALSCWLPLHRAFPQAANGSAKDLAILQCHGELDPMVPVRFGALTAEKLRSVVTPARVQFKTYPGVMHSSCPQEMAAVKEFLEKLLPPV
# HCV core dimer: blocks dimerization of HCV core protein | TR-FRET GST/Flag-core106 dimerization, 1536-well | AID 1899 | inhibition, % at 5 µM | 0.33% of 300,000 active;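 active = inhibition above the mean of all tested compounds plus 3 SD, set per screening campaign, cut at about 45% in these data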
#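 Assay system: Tagged HCV core106 pair (GST and Flag) | Buffer or medium: KF-containing HEPES buffer, pH 7.45, DTT, CHAPS, BSA | Also added: Eu donor and XL665 acceptor anti-tag antibodies | Dosing: One concentration, 5 µM, in 0.5% DMSO | Timing: 4 h at 22.5 °C | Technique: TR-FRET 671 and 617 nm emission | Repeats: Singlicate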
# Efflux pump inh: blocks antifungal efflux pumps in multiplex yeast assay; S. cerevisiae Candida pump triplex, Nile Red efflux; inhibition, % at 10 µM; 0.44% of 330,000 active;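 active = plate passing quality check with inhibition over a set limit, or well fluorescence over plate mean plus 4 SD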;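 also: Nile Red retained in pooled yeast measured as flow cytometry median fluorescence; 0% = buffer negative control and 100% = Enniatin B positive control; higher means more Nile Red kept so more efflux inhibition; some compounds called inactive have numbers as strong as hits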
# CTSL1 counter: counter-screen for PFM18AAP inhibitors: inhibitors of F. hepatica cathepsin L1; 0.49% of 300,000 active; recombinant F. hepatica cathepsin L1, Z-Leu-Arg-MCA fluorescence; inhibition, % at 5.96 µM; AID 1906;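 active = inhibition above the mean of all tested compounds plus 3 SD, set per screening campaign, cut at about 17% in these data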;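 also: 0% = plate median of test compound wells and 100% = 1 µM Z-Phe-Ala-diazomethylketone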
# Starred values were filed as active, the others as inactive; i = inactive; x = no result given; & = joins results of further samples. This is a subset; the hit share may differ from the screen's.
1. COc1ccc2oc(=Nc3ccc(C(=O)O)cc3)c(C(=O)NCc3ccco3)cc2c1
2. O=C(CC(C(=O)O)c1ccc(F)cc1)c1ccc(Cl)cc1 (stereo not given)
3. CCCCOC(=O)n1c(=O)oc2ccc(S(=O)(=O)N3CCCCC3)cc21
4. Fc1ccc(COc2cccc(-c3n[nH]c(=S)o3)c2)cc1
5. CCSCc1nnc(SCC(=O)Nc2cc(F)ccc2C)n1C
6. COc1ccc(S(=O)(=O)Nc2ccccn2)cc1OC
7. COc1cc(NC(=O)CCCl)cc(-n2cnnn2)c1
8. CN(Cc1ccccc1)S(=O)(=O)c1nnc(NC(=O)c2ccccc2F)s1
Screen / compound no.,1,2,3,4,5,6,7,8
PP1 counter,-3.9,1.1,-6.7,0.5,-1.4,0.1,-0.5,0.1
TPT1 inhibitor,0.0,-0.6,3.1,-4.3,0.5,-0.9,0.7,-6.8
JMJD2C inh,-3.7,-13.7,0.8,1.5,-12.9,-6.2,5.2,-2.4
PP5 primary,-3.8,1.0,3.1,1.2,-3.5,0.8,2.7,-0.9
PREPL inhibitor,-1.1,-4.3,0.8,7.3,-7.4,0.8,-5.5,3.6
LYPLA2 counter,1.3,3.1,-0.4,18.4,0.2,1.1,-2.4,8.0
HCV core dimer,11.3,-22.5,-0.1,-1.0,2.3,10.0,-3.9,-3.4
Efflux pump inh,0.2,-0.1,-0.3,0.0,-0.1,0.0,0.0,-0.4
CTSL1 counter,-3.6,-6.2,1.1,2.9,-0.7,4.7,-1.6,5.4

9. Cc1ccc(Oc2nc(CN3CCOCC3)nc3sc4c(c23)CCC(C)C4)cc1 (stereo not given)
10. CCOC(=O)C1=C(CCc2ccccc2)NC(=O)NC1c1ccc(C#N)cc1 (stereo not given)
11. Cc1cc(C(=O)CN2C(=O)NC(CC(C)C)C2=O)c(C)n1-c1ccccc1F (stereo not given)
12. CC1(C)CC(C)(O)N(Cc2ccccc2)C(=S)N1 (stereo not given)
13. CCc1ccc(NC(=O)CSc2nc3ccccc3c(=O)n2CCCC(=O)NCCCN2CCOCC2)cc1
14. Cc1[nH]c2ccccc2c1C(=O)CSc1nc2cc(S(=O)(=O)N3CCCCC3)ccc2o1
15. CC(CNC(=O)CN1C(=O)NC2(CCCCC2)C1=O)c1ccccc1 (stereo not given)
16. CCOc1cc(C(=O)Nc2c3c(nn2C(C)(C)C)CS(=O)C3)cc(OCC)c1OCC (stereo not given)
Screen / compound no.,9,10,11,12,13,14,15,16
PP1 counter,-5.1,6.9,-2.6,-1.9,-2.6,-9.9,-3.6,-4.0
TPT1 inhibitor,-5.1,0.8,1.0,1.7,4.2,6.1,x,-3.0
JMJD2C inh,5.7,-3.0,-4.9,3.0,3.4,-3.9,x,-8.9
PP5 primary,-6.9,3.5,0.0,1.2,-2.0,-1.3,-0.1,-1.1
PREPL inhibitor,4.1,13.4,6.7,4.9,7.8,-5.3,4.6,20.7
LYPLA2 counter,1.6,-4.8,0.1,1.5,2.4,-15.1,1.5,2.3
HCV core dimer,-8.1,10.6,2.8,-5.3,-2.9,-8.7,x,-2.7
Efflux pump inh,-0.3,0.1,0.1,0.1,0.1,0.2,-0.1,0.1
CTSL1 counter,6.2,-1.1,-1.6,-3.8,1.9,1.6,x,3.6

17. COc1ccc(/C=C/C(=O)NCc2nc3ccccc3[nH]2)cc1OC
18. CCC(c1nnc(SC(C)C(=O)NC2CC2)n1-c1ccc(OC)cc1)N(C)C (stereo not given)
19. Cc1[nH]nc(SCC(=O)NCCc2ccccc2)c1[N+](=O)[O-]
20. N#Cc1ccccc1NC(=O)COC(=O)c1ccc2c(c1)OCCO2
21. NC(=O)COC(=O)c1ccc2noc(-c3ccccc3)c2c1
22. O=C(CSc1nnnn1C1CC2CCC1C2)Nc1ccnc2ccccc12 (stereo not given)
23. CC(=O)Nc1ccc(C(=O)NCC2(N3CCCCC3)CCCCC2)cc1
24. CC1CN(C(=O)c2ccc(NS(=O)(=O)c3ccc(F)cc3)cc2)CC(C)O1 (stereo not given)
Screen / compound no.,17,18,19,20,21,22,23,24
PP1 counter,-2.3,1.0,-2.9,-4.2,-3.5,3.1,-3.0,-4.7
TPT1 inhibitor,0.7,x,-0.2,0.3,4.7,4.0,4.2,-1.7
JMJD2C inh,-14.2,x,-5.8,-1.9,-5.7,x,4.1,-5.2
PP5 primary,0.2,-0.4,-0.1,0.4,1.0,4.7,2.2,-2.8
PREPL inhibitor,-1.9,7.6,-4.0,13.6,7.4,-12.8,6.8,-1.0
LYPLA2 counter,-4.5,2.6,1.1,3.5,1.0,-1.3,9.5,-1.0
HCV core dimer,-1.0,x,-1.0,3.2,-13.2,8.6,-4.6,0.5
Efflux pump inh,0.0,-0.1,0.1,0.1,0.1,0.2,-0.1,0.0
CTSL1 counter,-1.9,x,0.5,5.7,2.4,-1.3,20.6*,0.1

# Ordered by length of the SMILES (low to high): part of the list above
21. NC(=O)COC(=O)c1ccc2noc(-c3ccccc3)c2c1
20. N#Cc1ccccc1NC(=O)COC(=O)c1ccc2c(c1)OCCO2
15. CC(CNC(=O)CN1C(=O)NC2(CCCCC2)C1=O)c1ccccc1 (stereo not given)
19. Cc1[nH]nc(SCC(=O)NCCc2ccccc2)c1[N+](=O)[O-]
18. CCC(c1nnc(SC(C)C(=O)NC2CC2)n1-c1ccc(OC)cc1)N(C)C (stereo not given)
24. CC1CN(C(=O)c2ccc(NS(=O)(=O)c3ccc(F)cc3)cc2)CC(C)O1 (stereo not given)
16. CCOc1cc(C(=O)Nc2c3c(nn2C(C)(C)C)CS(=O)C3)cc(OCC)c1OCC (stereo not given)
14. Cc1[nH]c2ccccc2c1C(=O)CSc1nc2cc(S(=O)(=O)N3CCCCC3)ccc2o1
Screen / compound no.,21,20,15,19,18,24,16,14
PP1 counter,-3.5,-4.2,-3.6,-2.9,1.0,-4.7,-4.0,-9.9
TPT1 inhibitor,4.7,0.3,x,-0.2,x,-1.7,-3.0,6.1
JMJD2C inh,-5.7,-1.9,x,-5.8,x,-5.2,-8.9,-3.9
PP5 primary,1.0,0.4,-0.1,-0.1,-0.4,-2.8,-1.1,-1.3
PREPL inhibitor,7.4,13.6,4.6,-4.0,7.6,-1.0,20.7,-5.3
LYPLA2 counter,1.0,3.5,1.5,1.1,2.6,-1.0,2.3,-15.1
HCV core dimer,-13.2,3.2,x,-1.0,x,0.5,-2.7,-8.7
Efflux pump inh,0.1,0.1,-0.1,0.1,-0.1,0.0,0.1,0.2
CTSL1 counter,2.4,5.7,x,0.5,x,0.1,3.6,1.6

# Going on with the list.
25. COc1ccc([C@H](C)NC[C@H](O)c2ccc(O)c(NC=O)c2)cc1
26. CC(C)(C)OC(=O)NC(CO)c1cn([C@@H](Cc2cc3ccccc3[nH]2)C(=O)N2CCN(C(=O)OC(C)(C)C)CC2)nn1 (stereo not given in full)
27. CCCCn1c(N)c(N(CC(C)C)C(=O)CSc2ccccc2C)c(=O)[nH]c1=O
28. CCOCC(=O)Nc1ccc(OCc2ccccc2)cc1
29. Cc1ccc2cccc(S(=O)(=O)N3CCN(c4cccc(Cl)c4)CC3)c2n1
30. Cc1ccc(NC(=O)c2ccc3c(=O)n4c(nc3c2)CCC4)cc1F
31. CCCCOc1ccc(CSCCNC(=S)Nc2ccccc2)cc1
32. CCc1ccc2c(c1)cc(CN(C(=S)Nc1ccc(Cl)cc1)C1CC1)c1nnnn12
Screen / compound no.,25,26,27,28,29,30,31,32
PP1 counter,-5.3,-3.6,-0.5,-0.3,-2.1,-0.5,2.3,-0.6
TPT1 inhibitor,-0.5,-0.5,0.1,-5.1,0.4,x,-2.3,-0.2
JMJD2C inh,-6.4,3.1,-12.5,-16.5,27.6&2.3,0.8,-30.7,-5.2
PP5 primary,-2.0,2.6,3.2,-0.7,5.8,1.9,3.3,4.9
PREPL inhibitor,11.2,-2.9,11.3,6.8,-22.1,11.8,-11.4,12.0
LYPLA2 counter,-8.4,-2.4,9.7,4.9,-10.2,1.3,-32.9,2.9
HCV core dimer,6.8,4.0,-1.0,2.1,9.0,x,-6.5,-26.0
Efflux pump inh,0.0,0.1,0.0,-0.1,0.1,0.0,0.4,-0.1
CTSL1 counter,9.3,1.1,-4.9,4.0,-0.7,x,2.3,-1.1

33. COCCNC(=O)CCC(=O)NNc1nc2ccccc2c2nc(C)nn12
34. O=C1c2ccccc2C2(c3ccccc3)NCCCN12 (stereo not given)
35. O=C(COC(=O)c1ccccc1SCC(=O)N1CCCC1)Nc1ccccc1C(F)(F)F
36. O=C(Nc1cccc(NC(=O)c2c(F)cccc2F)n1)c1c(F)cccc1F
37. CCn1cnc2cc(NS(=O)(=O)c3ccc(OC)c(OC)c3)ccc21
38. O=C(CC(C(=O)O)c1cccc(Cl)c1Cl)c1ccccc1 (stereo not given)
39. O=C(CSc1nnnn1-c1ccccc1)NC(=O)Cc1ccccc1
40. Cc1ccc(-c2nc(CS(=O)CC(=O)NCCCc3ccccc3)c(C)o2)cc1 (stereo not given)
Screen / compound no.,33,34,35,36,37,38,39,40
PP1 counter,-2.1,-1.2,-7.7,-8.7,-3.9,-8.6,-0.1,0.5
TPT1 inhibitor,3.0,-1.2,-1.4,0.7,-1.2,-3.2,x,-4.5
JMJD2C inh,3.4,-4.0,-0.7,i,-18.6,-16.0,6.7,-11.7
PP5 primary,0.3,0.6,0.6,3.8,0.9,-5.2,0.8,2.2
PREPL inhibitor,7.2,4.8,23.1,8.2,9.7,-3.0,2.6,-19.4
LYPLA2 counter,-5.1,4.2,-2.3,-5.8,-1.5,-3.5,3.5,6.7
HCV core dimer,2.8,-0.8,-12.1,-8.2,1.6,-13.8,x,-1.9
Efflux pump inh,0.1,-0.1,-0.1,0.3,0.1,0.5,-0.1,0.1
CTSL1 counter,2.4,-3.3,-0.7,0.1,1.9,2.1,x,4.5

41. CCN1CCN(CC(=O)Nc2nc3ccc(C)cc3s2)CC1
42. O=c1[nH]cnc2c1nc(SCc1ccccc1)n2C1OC(CO)C(O)C1O (stereo not given)
43. O=C(Nc1cnccn1)c1ccc(Cl)cc1
44. CN(CC(=O)N1CCOCC1)S(=O)(=O)c1ccc2ccccc2c1
45. CCOc1ccc(C(CC(=O)O)NC(=O)C2c3ccccc3Oc3ccccc32)cc1 (stereo not given)
46. CC(=O)N1CCc2cc(S(=O)(=O)NCCC(=O)N3CCN(c4ccccn4)CC3)ccc21
47. CNC(=S)NNC(=O)c1ccc2c(c1)OCO2
48. O=C(NCCOc1ccccc1)c1cncc(Br)c1
Screen / compound no.,41,42,43,44,45,46,47,48
PP1 counter,-5.0,-1.4,1.0,-1.3,-1.7,-2.0,-4.9,-7.2
TPT1 inhibitor,-4.4,-1.3,3.2,-1.0,-2.5,-3.5,-0.4,-1.4
JMJD2C inh,4.3,1.4,19.6,-4.3,-1.2,0.8,-5.5,1.5
PP5 primary,0.8,-0.1,1.0,-1.0,1.8,1.1,-1.0,1.4
PREPL inhibitor,6.9,0.7,-8.3,1.9,12.4,-4.4,7.7,3.2
LYPLA2 counter,-9.6,0.3,1.6,-2.6,1.6,6.6,5.8,5.9
HCV core dimer,-5.6,0.0,-5.1,2.4,4.2,-3.0,-0.7,-9.7
Efflux pump inh,0.7,-0.1,0.1,0.0,0.5,0.0,0.1,0.1
CTSL1 counter,-4.0,0.2,1.0,-2.7,-3.2,-3.8,-1.2,5.5
